Assay outcomes from PubChem BioAssay.
ELG1 repair inh: blocks ELG1-dependent DNA repair in HEK293T cells. HEK293T ELG1-luciferase reporter, luminescence, 16 h; DNA damage induced by 5-fluorouridine. Potency, µM (titrated, usually from 46.1 µM), without a hit: at the highest dose activity change, negative = inhibition, usual class: inhibitors. 330,000 compounds, 2.3% hits; further: potency means the concentration at half of the fitted maximal effect; on the % scale 0 is the no-effect control and ±100 the full control effect; nearly all actives have a fitted effect of over 55% in size
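Cells (2,000 per well) received 5-fluorouridine plus test compound or DMSO and were incubated 16 hr at 37 °C, 5% CO2. Luciferase activity was read by luminescence 30 min after ONE-Glo addition; signal suppression marked inhibition of damage-induced ELG1 function.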
B2AR arrestin: beta2AR (human) beta-arrestin recruitment activity; P07550; beta-arrestin recruitment to beta2AR, cell-based reporter; Potency, µM (top dose mostly 46.1 µM), without a hit: top-dose activation, hits mostly activators; 330,000 compounds, 0.02% hits; AID 492947;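 further: potency means the concentration at half of the fitted maximal effect; 0% = DMSO controls and full agonism = EC100 isoproterenol or metaproterenol; nearly all actives have a fitted effect of over 65% in size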
A-T KAP1 phos: potential ataxia-telangiectasia treatment | […] A-T fibroblasts, KAP-1 phosphorylation AlphaLISA; neocarzinostatin DNA damage 30 min before lysis | 320,000 compounds, 0.19% hits | Potency, µM (series often up to 57.5 µM), inactives show at the highest dose activation, actives largely listed as activators; further: potency means the concentration at half of the fitted maximal effect; % of control where 0% means no effect; nearly all actives have a fitted effect of over 45% in size
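hTERT-immortalized A-T patient fibroblasts ([…]), 500 cells/well in OPTI-MEM, 1% FBS, got compounds for 60 min, then NCS for 30 min at 37C. Lysates were then assayed for phospho-KAP-1 by AlphaLISA (anti-pKAP1 donor, anti-KAP1 acceptor beads), 6 hr at 25C.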
a7 integrin act: activators of alpha7 integrin expression for muscular dystrophy; alpha7betagal myoblasts, beta-gal FDG fluorescence, 48 h; Potency, µM (titrated, usually from 38.3 µM), inactives show at the highest dose activation, hits mostly activators; 350,000 compounds, 0.064% hits; AID 624291;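 further: potency means the concentration at half of the fitted maximal effect; 100% = response of the positive control SU9516; nearly all actives have a fitted effect of over 60% in size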
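Alpha7betagal+/- myoblasts (passage 13) were plated 16-24 hr, then exposed to compounds (1:260 dilution of DMSO stock) for 48 hours at 37C. After MPER lysis, β-galactosidase reporter activity was read as FDG fluorescence (ex 480/em 540) after 30 minutes.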
CXXC DNA block: inhibitors of human MLL CXXC domain-DNA interaction. Q03164. MLL-CXXC / FITC-HOXA9 DNA fluorescence polarization. Potency, µM (top dose mostly 115 µM), without a hit: at the highest dose activity change, negative = inhibition, usual class: inhibitors. 290,000 compounds, 0.037% hits; active means well fitted inhibition curve with a large enough effect in the polarisation, with a control signal flat, not every such curve was filed as active; inconclusive means small, poorly fitted or top-dose-only effect, or effect the other way, or a change in a side signal; inactive means no such curve, though single readings can be large or run the other way; the % refers to the polarisation; further: potency means the concentration at half of the fitted maximal effect
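Fluorescence polarization: 7 uM MLL-CXXC (stock) preincubated 5 min with compounds, then 50 nM fluorescein-HOX-A9 DNA (stock) added; 30 min ambient. Buffer 50 mM Tris-HCl pH 7.5, 50 mM NaCl, 1 mM DTT, 0.05% BSA.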
BRCA1 expr act: BRCA1 expression activation | MCF7-BRCA1-FFLuc reporter, luminescence, 48 h; response scale: scaled: vehicle 0%, 10 µM genistein 100% | Potency, µM (series often up to 46.1 µM), for inactives: at the top dose activation, actives largely listed as activators | 380,000 compounds, 1.1% hits; further: potency means the concentration at half of the fitted maximal effect; nearly all actives have a fitted effect of over 80% in size; some results filed as inactive show a strong effect at the top dose
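Luminescence from a BRCA1-driven firefly luciferase in MCF7 cells was read after 48 h compound exposure at 37 C. Data normalized against DMSO and a 10microM genistein activation control, then curve-fitted across the titration.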
p53 reactivation: mutant p53 re-activation in reporter cells. 320,000 compounds, 0.063% hits. H1299 p53-A138V BP100-luciferase reporter, luminescence, 24 h. Potency, µM (series often up to 92.2 µM), for the others: at the highest dose activity change, positive = activation, hits mostly activators; further: potency means the concentration at half of the fitted maximal effect; % of control where 0% means no effect; nearly all actives have a fitted effect of over 45% in size
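H1299 (p53-null), stable ts p53-A138V + BP100-Luc; 1000 cells/well, Opti-MEM/10% FBS; cpd 4 pt, 1:5; 24 h, 37 deg C, 5% CO2; detection reagent 10 min RT; luminescence.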
PTAP TSG101 blk: blocks PTAP/TSG101 interaction to inhibit HIV-1 budding | Fluorescence polarization, FITC-PTAP peptide / Tsg101 binding | Q99816 | Potency, µM (titrated, usually from 115 µM), without a hit: at the highest dose activity change, negative = inhibition, actives largely listed as inhibitors | 340,000 tested, under 10 active | AID 493005; active means well fitted inhibition curve with a large enough effect in the main read-out, with a control signal flat, not every such curve was filed as active; inconclusive means small, poorly fitted or top-dose-only effect, or effect the other way, or a change in a side signal; inactive means no such curve, though single readings can be large or run the other way; further: potency means the concentration at half of the fitted maximal effect; % of control where 0% means no effect
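Compounds were pin-transferred onto Tsg101 binding domain (10 uM final) in HEPES pH 7.5 buffer, then FITC-PTAP peptide was added at 50 nM final. After 20 min at RT, polarization reported peptide displacement across a qHTS concentration series.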
TRPV1 ag: human TRPV1 agonism | activation, % at 8.33 µM | AID 540275 | 320,000 compounds, 0.19% hits | TRPV1-expressing cells, Fluo-8 calcium influx, agonist mode | Q8NER1; in the data active means activation above about 80%; inconclusive means between about 30% and that limit; further: 0% is about no effect
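Cells expressing TRPV1 were dye-loaded with Fluo-8 and read kinetically: 10 s baseline, 3 min after compound (agonist portion), then 2 min after EC20 capsaicin (allosteric enhancer portion). Calcium-bound dye fluorescence at 480/520 nm.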
TCR activator: activates T cell receptor signaling; primary human leukocytes, anti-CD3, IL-2 HTRF, 48 h; Potency, µM (highest dose often 9.22 µM), for inactives: at the top dose activation of IL-2 secretion, actives largely listed as activators; 330,000 tested, under 10 active; further: % of control where 0% means no effect
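1) Mix primary human leukocytes, a-CD3 beads and compound. 2) Incubate 48 hr. 3) Add HTRF IL-2 reagents (a-IL-2-K, a-IL-2-d2).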
Active calls of the source: *; ? = inconclusive; nt = no result given; & = joins results of further samples; [ ] = another dose, or the depositor's remark. Unless noted, the call rests on the fitted dose curve; in most records, active means well fitted curve in the direction sought with a large enough effect; inconclusive means small, poorly fitted or top-dose-only effect, or another doubt; inactive means no such curve, though single readings can be large; an effect the other way counts as inactive or inconclusive. No enrichment for hits; 3.8% or so of the library scored in one or more.

SMILES	ELG1 repair inh	B2AR arrestin	A-T KAP1 phos	a7 integrin act	CXXC DNA block	BRCA1 expr act	p53 reactivation	PTAP TSG101 blk	TRPV1 ag	TCR activator
COC(=O)C1=C(C)OC(N)=C(C#N)C1c1ccco1 (configuration not stated)	?	-0.2%	-2%	-12%	4%	-15%	?	-6%	4	4%[46.1 µM]
CC(CNC(=O)CCn1c(=O)c2cccn2c2ccc(F)cc21)c1ccccc1 (configuration not stated)	7%	0.4%	2%	5%	-3%	2%	-4%	-5%	-7	0%
CCC(C)(CC(=O)Nc1nccs1)c1ccccc1 (configuration not stated)	-3%	-0.9%	-12%	4%	-6%	16%	1%	0%	9	-2%
COc1ccc(NC(=O)CSc2nnc(-c3ccncc3)o2)c([N+](=O)[O-])c1	-1%	0.0%	2%	-12%	4%	4%	-5%	-5%	1	6%
O=C1CCC(C(=O)N2CCCC2)CN1CCc1cccc(F)c1 (configuration not stated)	7%	-0.6%	1%	-14%	5%	1%	?	-2%	1	8%
COc1cc(CNc2ccc3[nH]c(=O)[nH]c3c2)ccc1OCc1ccccc1Cl	-2%	0.1%	6%	1%	9%	-12%	2%	1%	?	1%
COc1ccccc1NS(=O)(=O)c1cc(NC(=O)c2ccc(Cl)nc2)ccc1Cl	13µM*	-0.2%	-5%	0%	-8%	-88%	-4%	1%	16	1%[46.1 µM]
Cc1cccc(CCNC(=O)c2cccc(NC3=NC4CS(=O)(=O)CC4S3)c2)c1 (configuration not stated)	8%	-0.4%	0%	14%	nt	-7%	10%	-1%	-1	14%
O=C(O)C1CSC(c2coc3ccccc3c2=O)N1 (configuration not stated)	-1%	-1.1%	-3%	-14%	-4%	-9%	?	-2%	-4	-1%[46.1 µM]
NC(=O)c1ccccc1NC(=O)CC1(CC(=O)O)CCCC1	10%	0.0%	4%	-7%	0%	-12%	-2%	2%	-3	1%
NC(Cc1ccccc1)C(O)(c1ccccc1)c1ccccc1 (configuration not stated)	-12%	0.2%	9%[11.5 µM]	0%	-7%	-10%	-5%	-3%	-2	6%
Cc1cccc(-n2c(CCCN3C(=O)c4ccccc4C3=O)nc3ccccc3c2=O)n1	0%	-0.1%	-1%	22%	-4%	-2%	1%	-1%	2	4%
CC(C)(C)c1ccc(-c2csc(NC(=O)CN3C(=O)NC4(CCCCC4)C3=O)n2)cc1	-7%	-1.6%	1%	-49%[inhibitor]	69%[activator]	24%	6%	4%	-4	2%
O=C1CN(C(=O)COC(=O)CCc2ccccc2O)c2ccccc2N1	8%	-0.4%	7%	24%	nt	-16%	7%	0%	nt	4%
CN(C)c1ccc(SC#N)cc1	18µM*	0.1%	-6%	-27%	-2%	-10%	-3%	1%	9	-5%
CC(=O)C[C@@H](O)CC(=O)[C@@H]1OC(=O)[C@H](C)CCCCc2ccccc21	17%	0.2%	-3%	10%	nt	8%	7%	1%	nt	1%
COC(=O)CNC(=O)c1cccc(Cl)c1	15%	0.3%	3%	5%	4%	1%	3%	0%	0	0%
CC1=C(C(=O)Nc2ccc(C)cc2C)C(c2ccc(Cl)cc2)n2nc(C(=O)OC(C)C)nc2N1 (configuration not stated)	2%	0.1%	-4%	28%	10%	6%&-41%	6%	1%	3	1%[46.1 µM]
CCOC(=O)c1ccccc1N/C=C1\CCCCC1=O	4%	0.3%	8%	13%	?	-27%	-2%	-11%	14	-19%
CCN(CC(=O)Nc1ccc(Br)cc1)C(=O)Cc1cccc(F)c1	-14%	0.1%	-7%	35%	26%	-19%	-5%	-4%	4	6%
Cc1cc(OCC(=O)NNC(=S)NC(=O)c2cccs2)ccc1Cl	-3%	-0.8%	-3%	8%	3%	-23%	2%	-2%	-5	-3%
C#CC1(NC(=O)NCCCC)CCCCC1	-2%	-0.8%	10%	1%	0%	12%	-1%	-5%	-2	-4%
Cc1cc2[nH]c(=O)c(=O)[nH]c2cc1S(=O)(=O)NC1CCC(C)CC1 (configuration not stated)	25%	-0.2%	7%	21%	8%	15%	3%	-3%	-1	-3%
CCC(=O)Nc1nc(NCc2ccccc2OC)n(-c2ccccc2)n1	8%	-0.1%	-1%	7%	5%	1%	-2%	0%	1	11%
CC/C(C)=N\N=C\c1c(O)n(CC)c2cc(C3=NNC(=O)CC3)ccc12	?	0.0%	-1%	1%	24%	-46%	-10%	5%	0	0%[46.1 µM]
CCOc1ccc(CCNC(=O)Nc2ccccc2)cc1OCC	-17%	-1.5%	-4%	-4%	5%	1%	-5%	-7%	91*	-19%
CC(CCc1ccccc1)NC(=O)c1cccc(F)c1 (configuration not stated)	?	-1.6%	7%	15%	-1%	-11%	nt	1%	19	nt
COc1cccc(/C=C2\SC(=S)N(CC(=O)N(C)C3CCS(=O)(=O)C3)C2=O)c1 (configuration not stated)	0%	-0.6%	-4%	4%	-6%	7%	?	-2%	0	-3%
O=C(CCCC(=O)N(CC(=O)NC1CCCCC1)Cc1ccco1)Nc1ccccn1	-4%	-0.1%	10%	-20%	-4%	-12%	-7%	-6%	1	0%
O=C(Nc1ccc(F)cc1)c1nc[nH]c1C(=O)Nc1ccccc1[N+](=O)[O-]	?	-0.7%	10%	-2%	1%	-26%	-1%	-1%	-2	2%[46.1 µM]
Brc1ccc(CSc2ncn[nH]2)cc1	14%	0.0%	4%	21%	6%	47%	19%	-1%	5	-363%
CCCCC(=O)Nc1cc(Cl)ccc1C(=O)O	8%	0.0%	-2%	-2%	1%	-10%	3%	-3%	-2	3%
O=c1c2c([nH]c3ccccc13)CCCCC2	?	-0.2%	6%	14%	-6%	-32%	-1%	2%	2	-1%
O=c1c2ccccc2[nH]c2ccccc12	-14%	-0.6%	?	15%	1%	31%	5%	0%	3	6%
CCOc1ccc(Br)cc1S(=O)(=O)NCc1ccncc1	-15%	-1.8%	0%	-22%	7%	-20%	2%	0%	1	0%
C/C(=N\NC(=O)NC1CCCCC1)c1ccco1	?	-0.9%	-7%	-4%	5%	19%	2%	-1%	-1	nt
COc1ccc(N(CC(=O)NC2CC3CCC2C3)S(=O)(=O)c2ccccc2)cc1Cl (configuration not stated)	6%	-0.2%	-3%	9%	-5%	-32%	-6%	nt	29	-1%
O=C(c1ccc(COc2ccc(Br)cc2)o1)N1N=C(C(F)F)CC1(O)C(F)F (configuration not stated)	-17%	2.6%	?	16%	3%	-66%	4%	-5%	0	-7%[46.1 µM]
O=C(C1CC(=O)N(c2ccc3c(c2)OCCO3)C1)N1CCN(Cc2ccccc2F)CC1 (configuration not stated)	-16%	0.0%	16%	-9%	nt	0%	-8%	-2%	1	-9%
CN(C)S(=O)(=O)c1cccc(NC(=O)COC(=O)C2CCN(C(=O)c3ccc(F)cc3)CC2)c1	8%	-0.1%	-3%	0%	nt	-3%	-9%	-1%	3	0%
Cc1cc(=O)[nH]c2c(C)c(Cl)ccc12	13%	-0.2%	3%	nt	-15%	nt	2%	nt	nt	nt

Some of these compounds in order of length of the SMILES, low to high:
SMILES	ELG1 repair inh	B2AR arrestin	A-T KAP1 phos	a7 integrin act	CXXC DNA block	BRCA1 expr act	p53 reactivation	PTAP TSG101 blk	TRPV1 ag	TCR activator
CCOc1ccc(CCNC(=O)Nc2ccccc2)cc1OCC	-17%	-1.5%	-4%	-4%	5%	1%	-5%	-7%	91*	-19%
COC(=O)C1=C(C)OC(N)=C(C#N)C1c1ccco1 (configuration not stated)	?	-0.2%	-2%	-12%	4%	-15%	?	-6%	4	4%[46.1 µM]
CC(CNC(=O)CCn1c(=O)c2cccn2c2ccc(F)cc21)c1ccccc1 (configuration not stated)	7%	0.4%	2%	5%	-3%	2%	-4%	-5%	-7	0%

Filtered by structure: the entries above with an NH in an aromatic ring (7)
SMILES	ELG1 repair inh	B2AR arrestin	A-T KAP1 phos	a7 integrin act	CXXC DNA block	BRCA1 expr act	p53 reactivation	PTAP TSG101 blk	TRPV1 ag	TCR activator
COc1cc(CNc2ccc3[nH]c(=O)[nH]c3c2)ccc1OCc1ccccc1Cl	-2%	0.1%	6%	1%	9%	-12%	2%	1%	?	1%
Cc1cc2[nH]c(=O)c(=O)[nH]c2cc1S(=O)(=O)NC1CCC(C)CC1 (configuration not stated)	25%	-0.2%	7%	21%	8%	15%	3%	-3%	-1	-3%
O=C(Nc1ccc(F)cc1)c1nc[nH]c1C(=O)Nc1ccccc1[N+](=O)[O-]	?	-0.7%	10%	-2%	1%	-26%	-1%	-1%	-2	2%[46.1 µM]
Brc1ccc(CSc2ncn[nH]2)cc1	14%	0.0%	4%	21%	6%	47%	19%	-1%	5	-363%
O=c1c2c([nH]c3ccccc13)CCCCC2	?	-0.2%	6%	14%	-6%	-32%	-1%	2%	2	-1%
O=c1c2ccccc2[nH]c2ccccc12	-14%	-0.6%	?	15%	1%	31%	5%	0%	3	6%
Cc1cc(=O)[nH]c2c(C)c(Cl)ccc12	13%	-0.2%	3%	nt	-15%	nt	2%	nt	nt	nt
